Screens from PubChem BioAssay.
KCNQ1 act – human KCNQ1 channel potentiation or activation. B-score at 10 µM. 310,000 tested, 0.35% active. P51787. CHO-K1 KCNQ1, thallium flux FluxOR fluorescence; hits give high values. AID 2648;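 active means fluorescence ratio B-score, a plate-corrected score, at least three library SD, with initial intensity B-score within 5 SD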
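assay system = CHO-K1 cells stably expressing KCNQ1 | medium = assay buffer, equal DMSO in all wells | timing = 37 °C overnight plating, 90-min dark dye load, 20-min compound pretreatment | measured by = kinetic FluxOR thallium fluorescence, 10-s 1-Hz baseline, 110-s post-stimulus read | measure = fluorescence change relative to baseline, converted to B score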
GSK3A inh – human GSK-3 alpha kinase inhibition. ADP-Glo luminescence, 60 min. inhibition, % at 10 µM. 320,000 tested, 0.1% active. AID 2650;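 in the data active means inhibition above about 50%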;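 further: GST-tagged GSK-3 alpha with peptide substrate and 25 µM ATP; 0% = DMSO neutral wells and 100% = GW8510 positive control wells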
KCNQ1 block – inhibitors of human KCNQ1 potassium channel. P51787. CHO-K1 KCNQ1, FluxOR thallium flux fluorescence; hits give high values. B-score at 10 µM. 310,000 tested, 1.3% active;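 active means compounds whose thallium flux B-score, printed positive for inhibition, exceeds three library SD while starting fluorescence stays within three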;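 further: channel opened by potassium depolarization with thallium stimulus after 20 min compound exposure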
KCNK3 inh – human KCNK3 channel inhibition, primary screen; O14649; CHO-KCNK3 thallium flux, FluxOR fluorescence; hits give low values; B-score at 10 µM; 340,000 tested, 0.84% active;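 active means B-score under library mean minus 4 SD, starting fluorescence ratio at most library mean plus 5 SD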;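 further: more negative B-score means stronger inhibition of thallium flux through KCNK3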
hERG protect – hERG (human) protection from proarrhythmic block; 310,000 tested, 0.51% active; Q12809; AID 1511; CHO-hERG, FluxOR thallium flux, dofetilide IC70 present; activation (rescue from dofetilide block), less the hit threshold, % at 10 µM;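 active means activation above the mean of controls blocked by dofetilide plus 5 SD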;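 further: thallium influx through hERG after potassium depolarization seen as dye fluorescence rise; in these data hits start at about 4.7%; inactives centre near -7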
GSK3beta inhib – blocks human GSK3beta kinase activity | P49841 | GST-GSK3beta kinase, ADP-Glo luminescence, 60 min; hits give low values | activity score (negative = inhibition), % at 10 µM | 300,000 tested, 0.038% active | AID 2097;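 active means more than half of replicate wells score below -50%, meaning over 50% inhibition versus plate controls; inconclusive means some replicates but at most half score below -50%; inactive means no replicate scores below -50%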;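 further: 0% = median DMSO wells and -100% = median GW8510 positive control wells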
Target sequence (P49841 whole entry, looked up): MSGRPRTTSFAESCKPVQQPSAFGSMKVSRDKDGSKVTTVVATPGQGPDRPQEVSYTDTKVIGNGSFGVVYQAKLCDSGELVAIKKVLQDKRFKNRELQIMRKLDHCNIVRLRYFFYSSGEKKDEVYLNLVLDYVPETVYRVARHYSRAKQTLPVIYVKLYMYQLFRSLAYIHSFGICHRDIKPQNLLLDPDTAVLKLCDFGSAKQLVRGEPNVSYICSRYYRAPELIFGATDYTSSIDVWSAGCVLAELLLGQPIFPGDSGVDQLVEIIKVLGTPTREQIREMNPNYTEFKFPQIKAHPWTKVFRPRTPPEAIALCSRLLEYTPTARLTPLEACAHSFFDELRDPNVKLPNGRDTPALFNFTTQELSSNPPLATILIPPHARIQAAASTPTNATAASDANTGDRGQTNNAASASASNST
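test system = GST-tagged human GSK3beta kinase, cell-free | reagent = 25 µM ATP with peptide substrate | dosing = one dose of 10 µM per compound | schedule = 60 min reaction, RT | detection = luminescent ADP-Glo measurement of ADP formed | control set = DMSO neutral wells and GW8510 at 20 µM as positive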
RGS4 act – RGS4 potentiation or activation; HEK293 M3R/inducible RGS4, carbachol calcium flux Fluo4; hits give low values; B-score at 10 µM; 310,000 tested, 0.92% active; AID 463111;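 active means B-score of the integrated calcium signal more than 4 SD below the library mean, with starting fluorescence not abnormally high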;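 further: negative B-score means reduced calcium response which marks RGS4 activation or potentiation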
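Reagent: ECmax carbachol challenge; Test system: M3R-expressing HEK293 line, RGS4 induced by doxycycline; Schedule: overnight RGS4 induction, 30 min dye load 37 °C, 20 min compound RT; Detection: calcium dye Fluo4 fluorescence; Read-out: Agonist-evoked peak-minus-minimum fluorescence over baseline, integrated ratio, B score.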
KCNK9 block – blocks the human KCNK9 two-pore domain potassium channel. HEK293 KCNK9, FluxOR thallium flux fluorescence; hits give low values. B-score at 10 µM. 310,000 tested, 1.2% active. AID 488922;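 active means ratio B-score over 3 SD below the library mean, with starting fluorescence within 5 SD of its mean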;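 further: negative B-score means less thallium flux so channel inhibition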
Dyrk1A ADPGlo – inhibitors of rat Dyrk1A kinase; Q63470; ADP-Glo luminescence, NFATc1 peptide; inhibition, % at 12.5 µM; 310,000 tested, 0.43% active; in the data active means inhibition above about 50%;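 further: plate controls were vehicle with enzyme for no effect and no enzyme for full effect; many of its hits are not listed in these tables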
HDAC3 inh – human HDAC3 inhibition; 320,000 tested, 0.15% active; recombinant HDAC3, fluorogenic peptide/trypsin coupled, fluorescence; O15379; AID 2718; inhibition, % at 8.3 µM; in the data active means inhibition above about 26%, passing the limit was not always enough; inconclusive means no clear call, values can overlap the other calls
Target sequence (O15379 whole entry, looked up): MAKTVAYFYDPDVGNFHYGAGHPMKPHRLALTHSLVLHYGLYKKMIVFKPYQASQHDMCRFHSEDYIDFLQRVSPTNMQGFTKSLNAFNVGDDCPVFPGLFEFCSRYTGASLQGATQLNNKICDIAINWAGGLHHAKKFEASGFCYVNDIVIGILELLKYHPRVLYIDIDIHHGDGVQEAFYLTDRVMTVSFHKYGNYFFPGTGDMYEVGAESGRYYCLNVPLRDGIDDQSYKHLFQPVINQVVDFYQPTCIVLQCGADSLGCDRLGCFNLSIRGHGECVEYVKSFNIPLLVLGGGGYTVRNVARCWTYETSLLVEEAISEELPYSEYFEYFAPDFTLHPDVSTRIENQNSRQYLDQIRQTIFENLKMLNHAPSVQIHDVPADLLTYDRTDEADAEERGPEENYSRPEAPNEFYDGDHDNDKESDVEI
PolyA inh – inhibitors of polyadenylation in S. cerevisiae; calls only at 12 µM; 300,000 tested, 0.02% active; S. cerevisiae SKY197-pL101 polyadenylation reporter, beta-gal luminescence; efflux-impaired pdr1/pdr3 knockout yeast; score 100 = 6 SD above DMSO;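 active means lowest replicate activity score at least 50, where 100 means six control SD above control mean; inconclusive means lowest score under 50 but half or more replicates reach 50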;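 further: yeast exposed to compound for 9 h at 30 °C; higher score means more reporter readthrough which indicates perturbed polyadenylation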
* = called active by the depositor; i = inactive; ? = inconclusive; . = not tested or not shown.

SMILES	KCNQ1 act	GSK3A inh	KCNQ1 block	KCNK3 inh	hERG protect	GSK3beta inhib	RGS4 act	KCNK9 block	Dyrk1A ADPGlo	HDAC3 inh	PolyA inh
CCc1cc(=O)oc2cc(C)cc(OCC(=O)NCc3cccnc3)c12	i	17.1	i	i	-7.2	-1.5	i	i	15.7	-20.5	i
COc1ccc(-n2nc(C(=O)O)nc2-c2ccccc2)cc1	i	-5.3	i	i	-6.4	0.6	i	i	3.7	3.5	i
NC(=O)CC12CC3CC(C1)CC(CC(N)=O)(C3)C2	i	-4.8	i	i	-4.3	-1.5	i	i	-1.7	-5.7	i
CCOC(=O)Cc1csc(NC(=O)CSc2nnc(-c3ccc(F)cc3)o2)n1	i	2.2	i	i	1.2	0.3	i	i	-3.3	0.2	i
CC(C)CCNC(=O)NC(=O)CSc1nnc(-c2ccccc2F)n1N	i	-1.7	i	i	-14.2	-0.5	i	i	-4.9	-3.6	i
Cc1cc(C)n2c(SCC(=O)N(CC(C)C)c3c(N)n(CC(C)C)c(=O)[nH]c3=O)nnc2n1	i	1.3	i	i	-1.3	-1.3	i	i	.	4.4	i
CCOC(=O)Cc1cnc(NC(=O)CSc2nc(N)cc(=O)[nH]2)s1	i	-1.9	i	i	-4.6	-2.8	i	i	-1.4	-2.5	i
FC(F)Oc1cccc2cccnc12	i	-0.7	i	i	0.3	0.4	i	i	-2.3	5.1	i
CC(C)(C)c1cc(CP(=O)(c2ccccc2)c2ccccc2)cc(C(C)(C)C)c1O	i	0.2	6*	i	-6.9	-0.5	i	i	.	5.0	i
O=C(O)C1CC=CCC1C(=O)c1ccccc1 (configuration not stated)	i	-4.5	i	i	-9.8	2.7	i	i	0.9	2.6	i
CC(C)C[C@H](NC(=O)C1CCC(CNC(=O)[C@@H]2CCCN2C(=O)OC(C)(C)C)CC1)C(=O)O (some centres not stated)	i	-0.3	i	i	-6.3	3.2	i	i	-6.1	-6.1	i
COc1ccc(CSc2nc3ccccc3c(=O)[nH]2)cc1F	i	-3.9	i	i	-8.7	0.9	i	i	-6.6	8.5	i
CCN(C(=O)CN1C(=O)/C(=C/c2ccc(F)cc2)SC1=S)C1CCS(=O)(=O)C1 (configuration not stated)	i	-2.1	i	i	-11.7	-1.9	i	i	7.0	11.1	i
COc1ccc2ccc(O)c(CN(C)CC(=O)Nc3ccccc3C(F)(F)F)c2c1	i	1.0	i	i	-10.4	0.4	i	i	7.8	12.8	i
CCOC(=O)C1(CC2CCCCO2)CCN(Cc2nc(-c3cccs3)oc2C)CC1 (configuration not stated)	i	6.1	i	i	-18.6	-0.2	i	i	-2.8	-7.5	i
Cc1cccc(NS(=O)(=O)c2cc3c(cc2C)n(C)c(=O)c(=O)n3C)c1	i	-2.2	i	i	-9.8	0.8	i	i	9.3	-1.6	i
CCN(CC(=O)NC1CCS(=O)(=O)C1)Cc1nc2c(Br)cc(Br)cc2c(=O)[nH]1 (configuration not stated)	i	-2.4	i	i	-14.0	2.9	i	i	9.2	-1.1	i
Cc1ccc(S(=O)(=O)N(C)c2ccc(C(=O)Nc3cccc(C)n3)cc2)cc1	i	-1.4	i	i	-16.9	-1.9	i	i	8.8	1.8	i
Cc1ccc(NC(=O)CCSc2ccccc2)c(C)c1	i	-3.0	i	i	-9.9	-7.2	i	i	-2.6	-6.5	i
COc1ccc(OC)c(NC(=O)COc2coc(CN3CCc4ccccc43)cc2=O)c1	i	0.0	i	i	-10.2	-1.3	i	i	-3.9	5.0	i
C=CCN1C(=O)C2C(C(=O)NC3CCCC3)C3C=CC2(O3)C1C(=O)NC1CCCC1 (configuration not stated)	i	-2.6	i	i	-4.4	0.8	i	i	-1.8	?	i
COc1ccc(C(C)NC(=O)c2ccccc2)cc1 (configuration not stated)	i	-2.2	i	i	-8.2	6.5	i	i	-8.4	-1.6	i
COc1cc(S(=O)(=O)NCc2ccc(F)cc2)ccc1-n1cnnn1	i	0.5	i	i	-3.0	-0.1	i	i	1.8	5.0	i
O=C(CSc1nnc(CCc2nc3ccccc3[nH]2)n1-c1ccccc1)NCc1ccco1	i	3.6	i	i	-12.4	1.6	i	i	-3.9	0.5	i
COc1ccc(NC(=O)CN(C)C(=O)CC2CCCC2)cc1	i	-1.6	i	i	-9.1	-1.6	i	i	16.8	-1.4	i
CC(=O)Cc1nsc(NC(=O)c2ccc(-c3ccc(Cl)cc3Cl)o2)n1	i	-0.4	i	i	-7.9	1.9	i	i	1.9	-0.4	i
O=C(CCc1nnc2n(Cc3ccc(Cl)cc3)c(=O)c3ccccc3n12)NCCN1CCCC1	i	3.5	i	i	-17.5	-0.6	i	i	0.1	0.5	i
CC(C)C(=O)N(Cc1ccccc1)c1ccccn1	i	-1.7	i	i	-1.0	1.1	i	i	3.5	2.9	i
CC(C)CCNC(=O)c1ccc(-n2cnc3cccnc32)cc1	i	2.6	i	i	-10.2	-1.7	i	i	9.4	-8.6	i
Cc1cc(OC(=O)c2cc(Cl)nc3ccccc23)ccc1Cl	i	3.8	i	i	-3.0	-1.9	i	i	-2.9	5.6	i
CCOC(=O)Nc1c2ccccc2nc2ccccc12	i	1.0	i	i	-4.7	0.0	i	i	2.9	.	i
C=CCN(c1cccc(C(F)(F)F)c1)S(=O)(=O)c1cccc(C(=O)OCC(=O)Nc2ccccc2)c1	i	-1.4	i	i	1.8	0.1	i	i	-7.9	4.3	i
O=C1CC(c2ccccc2)CN1C(=O)c1ccccc1 (configuration not stated)	.	2.0	.	i	.	0.5	.	.	-7.8	8.9	i
CCCCC1CC1C(=O)Nc1ccc(OC)c(OC)c1 (configuration not stated)	i	.	i	i	-14.5	-2.3	i	i	0.9	0.8	i
CNC(=O)COC(=O)/C=C/c1ccc(F)cc1	i	.	i	i	-8.7	.	i	i	.	0.7	i
S=c1[nH]nc(-c2cccs2)n1/N=C/c1cccs1	i	0.6	i	i	-11.6	1.3	i	i	29.0	4.8	i

Overlap with the part before: 2 entries, followed by the next part.
SMILES	KCNQ1 act	GSK3A inh	KCNQ1 block	KCNK3 inh	hERG protect	GSK3beta inhib	RGS4 act	KCNK9 block	Dyrk1A ADPGlo	HDAC3 inh	PolyA inh
CNC(=O)COC(=O)/C=C/c1ccc(F)cc1	i	.	i	i	-8.7	.	i	i	.	0.7	i
S=c1[nH]nc(-c2cccs2)n1/N=C/c1cccs1	i	0.6	i	i	-11.6	1.3	i	i	29.0	4.8	i
Cc1c(N(C)S(=O)(=O)c2ccc(Cl)c(C(=O)N3CCC(C(N)=O)CC3)c2)c(=O)n(-c2ccccc2)n1C	i	-0.6	i	i	-13.4	3.4	i	i	0.0	-0.3	i
O=[N+]([O-])c1cccc(CSc2nc3ccccc3[nH]2)c1	i	-1.7	i	i	-4.2	-0.4	i	i	7.3	3.3	i
COc1ccc(/C=C/C(=O)O)cc1S(=O)(=O)N1CCC(C)CC1	i	5.7	i	i	-13.9	-3.2	i	i	1.1	4.9	i
Cc1ccc(NS(=O)(=O)c2ccc3c(c2)NC(=O)CO3)cc1C	i	.	i	i	-9.4	-1.1	i	i	-3.7	.	i
COc1ccc(-c2nc3scc(-c4ccccc4)n3n2)cc1	i	-1.1	i	i	-5.1	-0.3	i	i	2.7	3.6	i
Cc1cccc(N(CC(=O)NC(C)(C)C)C(=O)CNC(=O)c2cccs2)c1C	i	1.6	i	i	-11.6	-0.8	i	i	0.1	0.9	i
O=C(Cn1c(=O)n(CC2CCCO2)c(=O)c2ccccc21)N1CCN(c2ccccc2)CC1 (configuration not stated)	i	-3.0	i	i	-12.1	4.1	i	i	.	-2.3	i
O=C(Nc1ccc(C(F)(F)F)cc1)c1ccc2ncsc2c1	i	1.2	i	i	-6.9	1.4	i	i	-0.9	-5.9	i
O=C(Cc1ccccc1)Nc1ccc(NC(=O)c2cccnc2)cc1	i	-1.0	i	i	-3.1	2.1	i	i	-4.4	-0.4	i
S=C1SCN(Cc2ccccn2)CN1Cc1ccco1	i	1.3	i	i	-14.4	-2.0	i	i	-4.4	7.7	i
Cc1cc(C)cc(C(=O)O/N=C(\N)c2ccc(Br)cc2)c1	i	-0.2	i	i	-12.3	1.0	i	i	2.8	-9.7	i
CC(C)CC(c1nnnn1Cc1ccc(F)cc1)N1CCC(C(N)=O)CC1 (configuration not stated)	i	-0.6	i	i	-12.2	-3.3	i	i	0.5	-0.6	i
CCN(Cc1cc(=O)n2ccsc2n1)Cc1nc2ccccc2c(=O)[nH]1	i	0.4	i	i	-10.2	-1.1	i	i	5.7	-2.7	i
C=CCCN([C@@H](C)C(=O)OC)S(=O)(=O)c1ccccc1Br	i	-2.8	i	i	-9.2	4.1	i	i	6.0	10.7	i
CCOC(=O)Cn1c(C)cc(=O)c2ccccc21	i	-2.3	i	i	-2.1	-0.6	i	i	0.0	4.5	i
O=C(O)c1cn(-c2ccccc2)nc1-c1ccc(Cl)cc1	i	-1.9	i	i	-5.1	3.4	i	i	.	0.6	i
CCCCN(CC)CCCNC(=O)c1cn(-c2ccc(OC)cc2)c(=O)c2ccccc12	i	0.4	i	i	-5.2	1.6	i	i	-3.4	-9.6	i
COc1ccc(N(C)S(=O)(=O)c2cccc(C(=O)NC3=NCCS3)c2)cc1	i	-4.8	i	i	-8.4	0.5	i	i	9.6	-8.4	i
Cc1cc(C(=O)Nc2nnc(C(F)(F)F)s2)no1	i	0.2	i	i	-12.1	4.3	i	i	2.9	10.3	i
CC(=C/C(=O)O)/C=C/c1ccc(Cl)o1	i	1.4	i	i	-8.2	5.0	i	i	-4.9	3.8	i
Cc1ccc(NC(=O)c2cc(-c3ccc(C)o3)nc3ccccc23)cc1	i	-0.1	i	i	-10.5	-0.4	i	i	4.1	3.0	i
CC(=O)Nc1sc(N/N=C\c2ccccc2Cl)nc1-c1cccs1	i	-6.8	i	i	-7.6	-0.1	i	i	4.4	2.5	i
Cc1nn(-c2ccc(F)cc2)c2nc(N)c(C#N)c(-c3ccc(O)c(O)c3)c12	i	-0.9	i	i	-7.5	-3.3	i	i	-3.4	4.5	i
C=CCN1CCN(c2ccncc2S(=O)(=O)N2CCOCC2)CC1	i	-2.3	i	i	-0.8	-4.0	i	i	-0.1	0.3	i

These rows are one share of the data. The share of hits here may be higher or lower than overall.
